LMPTP inh: blocks human LMPTP phosphatase | P24666 | recombinant LMPTP-A, OMFP fluorogenic substrate, fluorescence intensity | inhibition, % at 20 µM | 360,000 tested, 0.22% active | AID 651560;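 active means compounds that cut the enzyme signal by at least half of the control window in the single-dose screen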;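 further: plate controls were DMSO wells with enzyme plus substrate for no effect and substrate without enzyme for full effect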
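Assay system: LMPTP-A phosphatase enzyme | Input: 0.625 nM enzyme | Also added: Fluorogenic phosphatase substrate OMFP at 400 µM final | Compound dosing: One test concentration per compound, 20 µM, with 3% DMSO overall | Schedule: 50 min enzyme reaction at room temperature, protected from light | Signal: Fluorescence intensity | Benchmarks: no-enzyme and uninhibited controls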
MsrA inhibitor: inhibitors of bovine MsrA; AID 651718; inhibition, % at 15.5 µM; purified bovine MsrA, absorbance read-out; 360,000 tested, 0.75% active; in the data active means inhibition above about 4.5%;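 further: 0% = vehicle wells with enzyme and 100% = reference inhibitor wells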
bovine MsrA act: bovine methionine sulfoxide reductase A activation. purified bovine MsrA, absorbance read-out. activation, % at 10.6 µM. 360,000 tested, 0.3% active; in the data active means activation above about 7.5%;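 further: 0% = vehicle and 100% = reference activator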
Scp1 inh: inhibitors of human Scp-1 phosphatase | Q9GZU7 | Recombinant Scp1, phosphopeptide, malachite green phosphate absorbance | inhibition, % at 20 µM | 340,000 tested, 0.88% active | AID 493091;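 active means inhibition above about 50% at 20 µM, limit read from the data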;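 further: plate controls were DMSO wells with enzyme for no effect and wells lacking enzyme for full effect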
Target sequence (Q9GZU7 76-261 limits assumed): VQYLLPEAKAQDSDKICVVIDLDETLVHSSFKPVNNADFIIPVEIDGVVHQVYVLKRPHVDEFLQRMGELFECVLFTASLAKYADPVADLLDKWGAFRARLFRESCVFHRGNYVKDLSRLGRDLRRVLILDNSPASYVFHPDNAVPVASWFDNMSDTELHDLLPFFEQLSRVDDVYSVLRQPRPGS
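Material: truncated SCP-1 phosphatase (76-261aa) / Buffer or medium: 50 mM Tris acetate pH 5.5, 0.005% Tween-20, 10 mM MgCl2 / Compound dosing: one concentration, 20 µM, with 1.0% DMSO / Incubation: 45 min room-temperature reaction, 5 min colour, 30 min stabiliser / Detection: colorimetric free-phosphate detection, absorbance 630 nm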
CendR NRP1 mod: NRP-1/CendR interaction modulation; FAM-RPARPAR peptide binding to NRP-1, fluorescence polarization; inhibition, % at 25 µM; 360,000 tested, 0.85% active; AID 602438;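 active means inhibition or corrected inhibition above about 18%, plus a signal ratio from 0.5 to 1.5, limit read from the data, passing the limit was not always enough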; further: strong numbers were not always called active
Tb MetRS inh: blocks T. brucei methionyl-tRNA synthetase activity | purified T. brucei MetRS, ATP depletion, Kinase-Glo luminescence | inhibition, % at 11.9 µM | 360,000 tested, 0.4% active;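 active means inhibition above a per-plate cutoff of the control wells' mean inhibition plus 3 SD, cut at about 5.5% in these data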;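 further: 0% = DMSO wells median and 100% = median of wells with control inhibitor compound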
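Material – parasite MetRS enzyme · Medium – HEPES-MgCl2-KCl buffer plus DTT, spermine, BSA, pyrophosphatase · Reagent – ATP, methionine and E. coli bulk tRNA substrates · Times – 15 min enzyme-compound preincubation, 2 h reaction, 10 min detection, 25 °C · Measured by – luminescence of leftover ATP · Evaluation – percent inhibition relative to median high and low control wells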
SUMO1 PPI mod: modulators of human SUMO1-mediated protein-protein interactions | P63165 | SUMO1 binding to a labelled peptide, TR-FRET, 1 h | inhibition, % at 20 µM | 360,000 tested, 0.33% active | AID 602429; in the data active means inhibition above about 37%
Target sequence (P63165 whole entry, looked up): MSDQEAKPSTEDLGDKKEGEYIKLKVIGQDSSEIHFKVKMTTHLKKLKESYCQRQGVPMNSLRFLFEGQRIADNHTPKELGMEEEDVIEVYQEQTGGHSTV
E coli Lon inh: inhibitors of E. coli Lon protease; P0A9M0; purified E. coli Lon protease, fluorescence polarization; inhibition, % at 7.94 µM; 360,000 tested, 0.42% active; AID 602123; in the data active means inhibition above about 13%, passing the limit was not always enough;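 further: 0% = enzyme with probe and DMSO and 100% = no enzyme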
Target sequence (P0A9M0 whole entry, looked up): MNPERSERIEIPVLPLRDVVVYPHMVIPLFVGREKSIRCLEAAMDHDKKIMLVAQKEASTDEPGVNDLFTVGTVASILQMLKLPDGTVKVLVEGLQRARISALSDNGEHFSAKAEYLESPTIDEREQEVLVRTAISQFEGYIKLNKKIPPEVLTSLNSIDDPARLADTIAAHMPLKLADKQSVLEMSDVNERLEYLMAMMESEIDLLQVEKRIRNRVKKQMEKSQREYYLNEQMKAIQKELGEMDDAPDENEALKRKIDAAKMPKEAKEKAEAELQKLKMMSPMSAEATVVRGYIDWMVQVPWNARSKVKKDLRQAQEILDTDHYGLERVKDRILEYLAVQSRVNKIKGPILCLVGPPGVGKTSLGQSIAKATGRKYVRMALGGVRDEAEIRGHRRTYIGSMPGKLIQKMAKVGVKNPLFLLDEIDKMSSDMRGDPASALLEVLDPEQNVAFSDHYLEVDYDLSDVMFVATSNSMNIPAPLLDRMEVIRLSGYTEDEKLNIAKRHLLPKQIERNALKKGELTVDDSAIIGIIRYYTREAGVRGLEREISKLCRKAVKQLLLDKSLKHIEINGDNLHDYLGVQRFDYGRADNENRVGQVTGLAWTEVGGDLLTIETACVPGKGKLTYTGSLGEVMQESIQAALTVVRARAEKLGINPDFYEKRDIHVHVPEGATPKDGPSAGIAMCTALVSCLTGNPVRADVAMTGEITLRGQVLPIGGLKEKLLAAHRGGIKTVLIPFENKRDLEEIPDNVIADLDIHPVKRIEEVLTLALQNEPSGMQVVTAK
STEP block: STEP (human) phosphatase inhibition; inhibition, % at 20 µM; 360,000 tested, 0.25% active; P54829; recombinant STEP, OMFP fluorogenic substrate, fluorescence;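 active means inhibition at 20 µM, scaled per plate between control wells, above about 37%, limit read from the data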;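 further: 0% = DMSO with enzyme and substrate and 100% = substrate only without enzyme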
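Also added – OMFP at 25 µM · Test system – STEP tyrosine phosphatase · Technique – FITC-channel fluorescence of OMFP product · Schedule – 20 min at room temperature, dark · Evaluation – control-normalized % inhibition with plate pattern correction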
DNMT1 inh: inhibitors of human DNMT1 | inhibition (reported as % activation of signal), % at 10 µM | P26358 | DNMT1 molecular beacon, Hinp1I cleavage, fluorescence | 360,000 tested, 0.83% active; in the data active means inhibition above about 50%
* = called active by the depositor; nt = no result given.

SMILES	LMPTP inh	MsrA inhibitor	bovine MsrA act	Scp1 inh	CendR NRP1 mod	Tb MetRS inh	SUMO1 PPI mod	E coli Lon inh	STEP block	DNMT1 inh
CC(C)Oc1cccc(C(=O)C2CCCN(S(C)(=O)=O)C2)c1 (centres undefined)	-0.1	1.4	-1	-6	-4	-0.3	-1	-4	-2	-1
Cc1cc2c(cc1C)C(=O)CCC2	-2.9	1.4	-2	nt	7	-0.3	0	7	-2	-3
COc1cccc(-c2ccc(NC(=O)C3CCCN(Cc4cccc(C)n4)C3)cc2)c1 (centres undefined)	0.0	-1.1	-2	nt	-11	0.0	6	6	2	-6
c1ccc(Nc2nc(CSc3ncn[nH]3)cs2)cc1	-2.1	-0.5	-1	-11	-20	0.6	7	-4	-1	-22
CCOc1ccccc1NC(=O)COc1coc(CN2CCc3ccccc3C2)cc1=O	-0.2	1.3	-2	1	2	0.1	7	-11	0	2
O=C(CS(=O)(=O)c1ccccc1)c1cc2cc(F)ccc2oc1=O	-0.5	nt	0	-9	-11	-0.3	-6	0	2	6
COc1cccc(-c2csc(Nc3ccc(Oc4ccccc4)cc3)n2)c1	1.9	0.1	-5	nt	10	-0.4	3	-17	-4	-24
CCOc1ccc(N2CC(C(=O)N3CCCCCC3)CC2=O)cc1 (centres undefined)	0.5	-0.4	-9	4	9	-1.1	3	13	0	1
COc1ccc(C(=O)c2[nH]c(N)c(C(N)=O)c2-c2ccc(OC)c(OC)c2)cc1	-0.1	0.1	-2	nt	-5	0.1	-12	-10	nt	nt
COC(=O)c1cc(Cl)cc(Cl)c1OS(=O)(=O)N(C)C	-1.3	-0.6	1	-1	3	-0.2	-2	-3	-1	1
Cn1c(SCC(=O)NC2CCCCCC2)nnc1-c1ccco1	-1.5	-1.2	-2	-2	12	-0.5	1	33	1	0
COC(=O)c1ccccc1S(=O)(=O)N1CCC(C(=O)OCc2ccc([N+](=O)[O-])cc2)CC1	3.0	1.0	-2	-11	25*	-0.2	-14	2	2	-1
COc1ccc(-n2c(O)c(/C=C3\C=Nc4ccccc43)c(=O)[nH]c2=O)cc1	-0.4	1.2	-2	-2	-56	0.2	-10	-56	-34	0
CC(=O)c1c(C(C)=O)c(C)n(-c2ccc(C)c(NC(=O)c3ccccc3Cl)c2)c1C	0.0	0.2	-4	-6	-4	-0.2	-4	-18	-1	-2
Cc1c(C(=O)OCC2CCCO2)[nH]c2c1C(=O)CC(c1ccco1)C2 (centres undefined)	53*	nt	-9	84*	-15	-0.8	19	0	3	98*
CC(C)CC(C(=O)NC1CCCCC1)N(Cc1ccccc1)C(=O)c1snc(C(N)=O)c1N (centres undefined)	-0.3	-0.3	-10	-1	8	-1.6	-3	2	-2	6
O=C(COC(=O)c1ncc(Cl)c(Cl)c1Cl)NC(=O)NCc1ccccc1	-0.9	-1.1	-3	-6	8	-0.3	-5	10	-4	-2
O=C(CCSc1nnc(-c2ccncc2)o1)Nc1cccc2ccccc12	-2.6	-0.3	2	-3	-5	-0.6	-4	7	3	-3
O=C(CCn1c(=O)[nH]c2ccsc2c1=O)NCCc1ccc(Cl)cc1	-1.8	0.8	1	-7	11	0.0	-3	2	2	-1
O=C1N[C@@H](c2ccccc2)COC(=O)[C@@H](Cc2ccc(F)cc2)C/C=C\C[C@H]1CC(=O)N(CCO)Cc1ccccc1	-0.1	-1.1	-8	-2	12	-0.5	-1	-6	1	-2

4 entries from above, in markdown:
| Molecule | LMPTP inh | MsrA inhibitor | bovine MsrA act | Scp1 inh | CendR NRP1 mod | Tb MetRS inh | SUMO1 PPI mod | E coli Lon inh | STEP block | DNMT1 inh |
| --- | --- | --- | --- | --- | --- | --- | --- | --- | --- | --- |
| COC(=O)c1ccccc1S(=O)(=O)N1CCC(C(=O)OCc2ccc([N+](=O)[O-])cc2)CC1 | 3.0 | 1.0 | -2 | -11 | 25* | -0.2 | -14 | 2 | 2 | -1 |
| COc1cccc(-c2ccc(NC(=O)C3CCCN(Cc4cccc(C)n4)C3)cc2)c1 (centres undefined) | 0.0 | -1.1 | -2 | nt | -11 | 0.0 | 6 | 6 | 2 | -6 |
| CC(C)Oc1cccc(C(=O)C2CCCN(S(C)(=O)=O)C2)c1 (centres undefined) | -0.1 | 1.4 | -1 | -6 | -4 | -0.3 | -1 | -4 | -2 | -1 |
| COc1ccc(C(=O)c2[nH]c(N)c(C(N)=O)c2-c2ccc(OC)c(OC)c2)cc1 | -0.1 | 0.1 | -2 | nt | -5 | 0.1 | -12 | -10 | nt | nt |

Later entries
SMILES	LMPTP inh	MsrA inhibitor	bovine MsrA act	Scp1 inh	CendR NRP1 mod	Tb MetRS inh	SUMO1 PPI mod	E coli Lon inh	STEP block	DNMT1 inh
CN(C)c1ccc(C(CNS(=O)(=O)c2ccc(F)c(F)c2)c2c[nH]c3ccccc23)cc1 (centres undefined)	3.2	0.0	0	-17	-2	0.6	0	8	1	-28
COc1ccc(CNC(=O)CCCOc2cc(=O)n(C)c3ccccc23)cc1	-0.6	-0.5	-2	-2	4	-0.3	1	-6	0	-1
CCn1c(CNC(=O)Cc2ccc(OC)cc2)nnc1SCC(=O)NC1CCCCC1	0.0	2.0	0	-6	7	0.7	3	-4	13	1
OCCN1CCN(c2ncnc3sc(-c4ccccc4)cc23)CC1	1.7	3.6	-1	-7	-4	0.2	-19	-10	2	-4
C=CCOc1ccccc1C(=O)/C=C1/C(=O)Nc2ccccc21	0.3	1.3	-4	-16	5	2.5	-3	-2	1	1
O=C(/C=C/c1cccc([N+](=O)[O-])c1)NCCSCc1ccc(Cl)cc1Cl	5.0	2.2	-2	-18	2	0.0	-8	2	1	-8
CCCN=Cc1sc2ccc(OCC)cc2c1O	0.2	0.2	-3	-2	-9	-0.5	-15	-8	6	5
CCOc1ccccc1N(CC(=O)Nc1cc(OC)ccc1OC)S(C)(=O)=O	-0.7	0.1	-5	5	-2	-0.5	-2	-4	-2	2
CCCOc1ccc(NCC(=O)Nc2ccc(C)cc2C)cc1	-1.0	-0.2	-2	-12	2	-0.6	-5	-7	-1	-2
CC1CCN(C(=O)c2ccc([N+](=O)[O-])o2)CC1	-1.3	2.5	-6	-1	-3	-0.7	-35	10	-1	2
COc1ccc(NN=Nc2nc3c([nH]2)c(=O)n(C)c(=O)n3C)cc1	0.1	3.4	-3	-4	7	-0.5	-3	1	0	-2
COc1ccc(CCNS(=O)(=O)c2cn(C)nc2C)cc1	-1.1	-0.2	-6	0	-1	-0.4	-2	8	0	-1
O=S(=O)(c1cccc(S(=O)(=O)N2CCOCC2)c1)N1CCCCC1	-1.8	-0.7	-5	3	-4	-0.6	-1	-2	-3	3
C=Cc1ccc(Cn2c(C)c(C(=O)NCc3ccc4c(c3)OCCO4)sc2=O)cc1	3.8	-0.9	-4	nt	-3	-0.5	3	-3	1	-5
CCC(C)[C@@H](C(=O)N1CCNCC1)n1cc(CCCN=C(N)N)nn1 (some centres undefined)	-3.8	0.2	-4	-2	8	-0.2	-1	-9	-2	2
Cc1ccc(N/N=C/c2ccc3c(c2)OCCO3)cc1Cl	0.5	-0.1	-4	-3	0	-0.2	-1	6	-1	-18
CN(CC(=O)N1CCN(c2ccccn2)CC1)S(=O)(=O)c1ccc(Cl)cc1	0.0	-0.8	-1	-3	12	-0.1	5	1	2	0
Cc1ccccc1C(=O)c1cccn1CC(=O)N1CCCCC1	-0.8	0.3	2	-5	9	0.4	1	-5	0	3
Cc1ccc(S(=O)(=O)N(C)C)cc1NC(=O)C(C)OC(=O)C1CCC1 (centres undefined)	0.0	-0.5	-1	-2	-2	-0.1	4	-15	-2	-1
Cc1cccc(C(=O)NC(C(=O)Nc2ccccc2N2CCOCC2)C(C)C)c1 (centres undefined)	0.1	-0.1	-2	-9	-6	-0.1	1	7	2	0
Cc1c(COc2ccc3ccccc3c2)nnn1CC(=O)NS(=O)(=O)c1ccccc1C(F)(F)F	-0.8	-0.9	-3	nt	-6	0.0	5	-12	2	1
CC(C)C(=O)NNC(=O)c1ccccn1	-0.6	1.4	1	-5	11	0.0	-2	12	3	-4
COc1cnc(SC(C)C)[nH]c1=O	0.6	0.8	-2	-2	7	-0.9	-3	3	-1	-1
CCN(CC)c1ccc2c(O)cc(=O)oc2c1	0.0	1.7	-4	5	-12	0.6	-1	0	0	-1
CCN(CC)S(=O)(=O)c1ccc2c(c1)N(CC(=O)NCCCN1CC(C)CC(C)C1)C(=O)CO2 (centres undefined)	-3.5	0.2	-1	-5	6	-0.3	-10	7	-2	5
COc1ccc(OCC(=O)Nc2ccc(N3CCN(C(=O)c4ccco4)CC3)cc2)cc1	-1.0	0.0	-3	2	-12	-0.5	2	-5	0	-2
CCOC(=O)c1c(C)[nH]c(C(=O)CSc2nnnn2-c2ccccc2)c1C	2.2	-0.4	-11	1	6	-0.7	-8	-4	-3	-4
O=C(CCS(=O)(=O)c1ccc(Br)cc1)Nc1ccc(Br)cc1F	-0.1	0.1	-5	56*	6	0.2	17	-11	4	39
N#C/C(=C\C=C\c1ccccc1[N+](=O)[O-])C(=O)NC1CCCCC1	0.4	nt	-9	-7	16	-0.8	-10	-4	2	-5
CCC(c1ccccc1)c1nc(-c2cccnc2)no1 (centres undefined)	-0.3	0.6	-7	-5	-9	-0.8	1	-2	4	-2
C[C@H]1CN([C@@H](C)CO)C(=O)c2cc(Br)cnc2O[C@H]1CN(C)C(=O)c1ccc2c(c1)OCO2	-0.8	1.0	-6	nt	-17	-1.2	-1	2	0	3
O=C(Nc1ccc2c(c1)OCO2)c1cccc(Cl)c1	0.5	1.8	-3	-9	4	0.3	1	-7	-5	1
Cc1c(C(=O)c2ccc([N+](=O)[O-])cc2)c(=O)n(C)c(=O)n1C	-1.1	0.1	-1	2	11	0.7	-26	-11	-3	1
Cn1cnnc1SCC(=O)Nc1ccc(N2CCOCC2)cc1	-1.2	0.0	0	-4	12	-0.1	-1	3	-2	-1
c1coc(CN(Cc2cccs2)Cc2nnnn2C2CCCCC2)c1	2.1	-0.7	1	6	-8	0.5	3	-2	1	-1
Cc1cc(-c2nnc(CCC(=O)N(C)C(C)c3cccs3)o2)no1 (centres undefined)	-2.0	-1.7	-1	-7	6	-0.4	-10	5	-2	-6
Clc1ccc(-n2nnnc2-c2ccccc2)cc1Cl	0.6	2.5	-5	-14	-2	-0.8	8	5	0	3
Cc1nc2ccccn2c1C(=O)Nc1ccc(Cl)cc1	0.6	1.5	-2	-10	3	0.7	1	4	3	0
O=C(Nc1ccccc1)c1ccn[nH]1	-3.0	-0.1	-5	2	-5	-1.1	-2	4	-3	4
CC(C(=O)N1CCCc2ccccc21)N1CCN(S(=O)(=O)c2ccccc2F)CC1 (centres undefined)	0.7	0.6	-2	-7	-4	-0.3	-1	-1	-5	-2
COc1ccc(C2CC(c3ccccc3)=NN2C(=O)COC(=O)c2cnc(Cl)c(Cl)c2)cc1 (centres undefined)	2.8	-0.3	-3	-15	2	0.2	3	-9	4	-5

Source: PubChem BioAssay (several laboratories)
